# Screening data as filed in PubChem.
# TGFb SMAD3 inh: blocks TGF-b signaling; HepG2 CAGA-GFP TGF-b/SMAD3 reporter, GFP fluorescence, 18 h; TGF-beta stimulated, 500 pg/mL final; 410,000 compounds, 1.2% hits; Potency, µM (series often up to 46.1 µM), for the others: at the highest dose activity, negative = inhibition, hits mostly inhibitors; also: potency is read from the fitted curve at half-maximal effect; % is scaled to controls: 0 for no effect and ±100 for the full control effect; nearly all actives have a fitted effect of over 65% in size
#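 HEPG2 CAGA-GFP reporter cells (1000/well, DMEM with 1% FBS) received compounds, then recombinant TGF-beta at 500 pg/mL final for 18 hours at 37 degrees C. Per-cell GFP summed per well was normalised to unstimulated and stimulated DMSO controls before curve fitting.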
# HepG2 viability: counter-screen for TGF-b inhibitors: cytotoxicity in HepG2 cells | 410,000 compounds, 0.76% hits | Potency, µM (top dose mostly 46.1 µM), inactives show top-dose activity change, negative = cytotoxicity, hits mostly cytotoxic | HepG2 CAGA-GFP viability, ATP luminescence, 18 h; also: potency is read from the fitted curve at half-maximal effect; some results filed as inactive show a strong effect at the top dose
#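 HepG2 CAGA-GFP cells (1000/well, DMEM with 1% FBS) received compound, then TGF-beta at 500 pg/mL final, and were incubated 18 hours at 37 degrees C. Viability was read by CellTiter-Glo luminescence. Media-only wells were set as complete cell-killing and DMSO as no toxicity.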
# ATXN2 expr inh: reduces ATXN2 reporter expression in HEK-293 cells | HEK-293 ATXN2-luciferase reporter, luminescence, 24 h | Potency, µM (doses to about 57 µM), for inactives: top-dose activity change, negative = inhibition, usual class: inhibitors | 360,000 compounds, 0.72% hits | AID 1745845; also: potency is read from the fitted curve at half-maximal effect; % is scaled to controls: 0 for no effect and ±100 for the full control effect; nearly all actives have a fitted effect of over 55% in size
#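 qHTS (up to 57 uM final) was run with 24 h compound exposure of reporter cells at 37 °C. Each well was multiplexed: SteadyGlo luminescence measured ATXN2-luciferase expression after a fluorogenic Gly-Phe-AFC viability readout (25 uM final).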
# ATXN viability: reduces viability in counter-screen for ATXN expression inhibitors | S2 cells (HEK-293 line with an ATXN2-luciferase reporter) viability, CellTiter-Fluor protease fluorescence, 24 h | Potency, µM (top dose mostly 56.7 µM), hits mostly cytotoxic | 400,000 compounds, 0.49% hits | AID 651635; also: potency is read from the fitted curve at half-maximal effect; nearly all actives have a fitted effect of over 40% in size
# A549 tox: counter-screen for Nrf2 inhibitors: cytotoxicity in A549 cells; A549 ARE-Fluc cells, CellTiter-Fluor viability, 18-24 h; Potency, µM (titrated, usually from 46 µM), for inactives: at the highest dose activity change, negative = cytotoxicity, most hits filed as inhibitors; 390,000 compounds, 0.16% hits; AID 504648; also: potency is read from the fitted curve at half-maximal effect; % is scaled to controls: 0 for no effect and ±100 for the full control effect
#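 Cytotoxicity counterscreen: CellTiter-Fluor fluorescence was measured in A549 ARE_Fluc cells after 18-24 h of compound exposure in a concentration series. The subsequent BugLite luminescent read reports ARE-luciferase activity.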
# IL-1B inflam inh: inhibitors of inflammasome signaling (IL-1 beta secretion) | 360,000 compounds, 4.7% hits | activity change, % at 57.5 µM | THP-1 LPS/ATP IL-1B secretion, AlphaLISA, 16 h; hits give low values | AID 743279; in the data active = activity change below about -50%; inconclusive = mostly about -30% to -49%; also: % is scaled to controls: 0 for no effect and ±100 for the full control effect
#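 THP-1 cells pretreated 1 hr with compounds (up to 57.5 uM final), then stimulated with LPS (250 ng/mL final) plus ATP (1.25 mM final); secreted IL-1B measured by AlphaLISA after 16 hr, decreased signal indicating inhibition.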
# Nrf2 ARE act: activates Nrf2 signaling. AREc32 ARE-luciferase reporter (MCF7-derived line), luminescence, 24 h. Potency, µM (series often up to 46.1 µM), for the others: at the top dose activation, most hits filed as activators. 410,000 compounds, 0.31% hits. AID 624171; also: potency is read from the fitted curve at half-maximal effect; % of control where 0% means no effect; nearly all actives have a fitted effect of over 65% in size
#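 ARE activation measured as luciferase luminescence (Steady-Glo, 30 min RT) in AREc32_Fluc cells after 24 hr compound exposure at 37 deg C, 5% CO2; cells seeded overnight at 1000/well in OPTI-MEM, 5% FBS.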
# MCF10A rereplic: DNA re-replication induction in MCF 10a cells | MCF 10A DNA re-replication, Hoechst nuclear intensity, 48 h | Potency, µM (highest dose often 46.1 µM), without a hit: at the top dose activity, positive = re-replication, actives largely listed as activators | 350,000 compounds, 2.9% hits | AID 624296; also: potency is read from the fitted curve at half-maximal effect; % of control where 0% means no effect; nearly all actives have a fitted effect of over 50% in size
# Nrf2 block: Nrf2 pathway inhibition; Potency, µM (highest dose often 46 µM), without a hit: at the highest dose activity change, negative = inhibition, most hits filed as inhibitors; 360,000 compounds, 2.1% hits; A549 ARE-Fluc reporter, luciferase luminescence, 18-24 h; also: potency is read from the fitted curve at half-maximal effect; % is scaled to controls: 0 for no effect and ±100 for the full control effect; nearly all actives have a fitted effect of over 60% in size
#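 Nrf2 activity is the BugLite luminescence, read 15 min after reagent at room temperature, following CellTiter-Fluor cytotoxicity readout (30 min, 37C). Compound titrations were applied for 18-24 h to 5000 A549 ARE_Fluc cells/well in 5% FBS OPTI-MEM.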
# Active calls of the source: *; i = inactive; ? = inconclusive; . = no result given; & = joins results of further samples; [ ] = another dose, or the depositor's remark. Unless noted, calls follow the shape of the dose curve; as a rule, active = well fitted curve in the direction sought with a large enough effect; inconclusive = small, poorly fitted or top-dose-only effect, or another doubt; inactive = no such curve, though single readings can be large; an effect the other way counts as inactive or inconclusive.
# Key to letters: A = TGFb SMAD3 inh; B = HepG2 viability; C = ATXN2 expr inh; D = ATXN viability; E = A549 tox; F = IL-1B inflam inh; G = Nrf2 ARE act; H = MCF10A rereplic; I = Nrf2 block
O=C(COC(=O)/C=C/c1cccc(F)c1)Nc1ncccn1
  A = 15%; B = 4%; C = 5%; D = i; E = 0%; F = 30; G = 7.8%; H = 2%; I = 9%
CCS(=O)(=O)Nc1ccc(-c2cn3c(C)csc3n2)cc1
  A = 22%; B = 0%; C = .; D = .; E = -5%; F = .; G = -3.5%; H = .; I = .
COc1cc(C(=O)NCC(=O)OCCN2C(=O)c3ccccc3C2=O)cc(OC)c1OC
  A = -7%; B = -4%; C = -10%; D = i; E = 14%; F = 14; G = 1.7%; H = 13%; I = 12%
CCC(C)Nc1nc2c(c(=O)n(C)c(=O)n2C)n1Cc1ccc(F)cc1 (stereo unspecified)
  A = ?; B = -32%; C = 7%; D = i; E = -6%; F = 15; G = 2.5%; H = ?; I = -29%
CC(C)(C)n1c(O)c2ccc(C(=O)N=NC(=O)c3ccccc3)cc2c1O
  A = 3%; B = 3%; C = 3%; D = i; E = -6%; F = 7; G = 0.1%; H = -2%; I = ?
COC(=O)C1CCN(S(=O)(=O)CCNC(=O)c2ccc3c(c2)OCO3)CC1
  A = 10%; B = -8%; C = 2%; D = i; E = -5%; F = -13; G = 0.3%; H = 18%; I = 6%
O=C(Nc1cc(C(=O)N2CCCC2)ccc1N1CCCC1)c1ccccc1
  A = -16%; B = -50%; C = 7%; D = i; E = -4%; F = ?; G = 2.1%; H = -25%; I = -24%
Cc1cc(C)c2c(N)c3ccccc3nc2n1
  A = 11µM*; B = 10%; C = ?; D = .; E = .; F = -89*; G = 2.8%; H = ?; I = ?
Cc1ccc(C)c(NC(=S)NC23CN4CN(CN(C4)C2)C3)c1
  A = 16%; B = 20%; C = -14%; D = i; E = -13%; F = 26; G = 0.2%; H = 0%; I = 4%
Clc1ccc(-c2cnc3n2CCC3)cc1
  A = -12%; B = -27%; C = 14%; D = i; E = -11%; F = -14; G = -0.5%; H = 20%; I = 2%
CC(=O)c1ccc(S(=O)(=O)Nc2ccc(-c3ccc4nnc(C)n4n3)cc2)cc1
  A = 18%; B = -10%; C = .; D = i; E = -6%; F = 5; G = 4.0%; H = 27%; I = -1%
CCCn1nc(C(=O)NNC(=O)Cc2ccc(S(=O)(=O)N3CCOCC3)s2)c2ccccc2c1=O
  A = -15%; B = 2%; C = -5%; D = i; E = -7%; F = -10; G = -0.3%; H = 12%; I = -21%
O=C1CCCN1CC(O)CS(=O)(=O)Cc1ccc(Cl)cc1Cl (stereo unspecified)
  A = -3%; B = 10%; C = .; D = i; E = -2%; F = -14; G = 0.4%; H = -1%; I = 7%
Cc1ccc(C(=O)NCCc2nnc3ccc(NCc4ccc5c(c4)OCO5)nn23)cc1
  A = -2%; B = -20%; C = 3%; D = i; E = -6%; F = i; G = -0.1%; H = -5%; I = -1%
Cc1cccc(C(=O)Nc2ccc(NC(=O)c3cccc(C)c3)cc2)c1
  A = -2%; B = -13%; C = .; D = ?; E = .; F = -4; G = -0.3%; H = .; I = .
COc1cc(C(=O)Nc2ccc(S(=O)(=O)N3CCCCC3C)cc2)cc(OC)c1OC (stereo unspecified)
  A = -16%; B = -24%; C = 15%; D = i; E = -9%; F = ?; G = 0.8%; H = 17%; I = ?
CCOC(=O)C1(C)CCN1C(=O)c1cc(OC)ccc1Br (stereo unspecified)
  A = 12%; B = 8%; C = 8%; D = i; E = .; F = 60; G = -0.7%[9.22 µM]; H = .; I = .
Cc1nnc(SCC(=O)Nc2ccc3c(c2)COC3=O)n1-c1ccccc1
  A = 2%; B = -15%; C = -1%; D = i; E = 5%; F = 48; G = 0.4%; H = -1%; I = -23%
CCCN1CCC(N(C)CCc2ccc(OC)c(OC)c2)CC1
  A = ?; B = 5%; C = -3%; D = i; E = 0%; F = 12; G = -0.1%; H = 28%; I = 9%
CC(C)c1ccc2occ(CC(=O)Nc3ccccc3Cl)c2c1
  A = 1%; B = -8%; C = 2%; D = i; E = 20%; F = .; G = 1.5%; H = .; I = -2%
CCC(C)[C@H](NC(=O)N1CCn2c1nc1ccccc12)C(=O)NCCc1ccccc1 (stereo partly specified)
  A = ?; B = 3%; C = -18%; D = ?; E = -10%; F = -59*; G = 0.0%; H = 13%; I = 23%
CCSC1=C(C#N)C(c2cccc(O)c2)CC(=O)N1 (stereo unspecified)
  A = -2%; B = -8%; C = 5%; D = i; E = 2%; F = -4; G = 0.2%; H = -4%; I = -15%
Cc1ccc(C)c(NC(=O)CN(C)C(=O)CN2C(=O)NC3(CCc4ccccc43)C2=O)c1 (stereo unspecified)
  A = -2%; B = -2%; C = 3%; D = i; E = -2%; F = 1; G = 3.1%; H = -11%; I = 19%
Cc1ccc(SC[C@H](CC(C)C)N2CCN(C)CCC2=O)cc1
  A = -12%; B = -1%; C = 29%; D = i; E = -2%; F = -22; G = 0.8%; H = 2%; I = ?
CCOc1ccc(NC(=O)C2CCN(c3nnnn3-c3ccccc3)CC2)cc1
  A = -6%; B = -11%; C = -7%; D = i; E = 1%; F = 16; G = -0.2%; H = 3%; I = ?
Cc1ccc(C(=O)c2c3ccc(N)cc3nn2CCC(N)=O)cc1
  A = ?; B = 7%; C = 7%; D = i; E = -3%; F = -3; G = 4.1%; H = -4%; I = 20%
Cc1c(NC(=O)C2CCCN2C(=O)c2cccs2)c(=O)n(-c2ccccc2)n1C (stereo unspecified)
  A = 19%; B = -13%; C = 3%; D = i; E = -2%; F = -7; G = -0.6%; H = -2%; I = -7%
COC(=O)CSc1nc(COc2ccccc2)nc2ccccc12
  A = -6%; B = -34%; C = .; D = i; E = -2%; F = 6; G = 4.7%; H = -9%; I = ?
CCOC(=O)C(NCCCCl)c1ccccc1 (stereo unspecified)
  A = -7%; B = 0%; C = -6%; D = i; E = 0%; F = 18; G = 2.8%; H = 2%; I = .
CN(C)S(=O)(=O)N(CC(=O)NCCSCc1cccc(Cl)c1)c1ccccc1
  A = ?; B = -35%; C = -7%; D = ?; E = -1%; F = .; G = 5.2%; H = .; I = -6%
CC(C)(C)n1nnnc1C(c1ccc(Cl)cc1)N1CCCc2ccccc21 (stereo unspecified)
  A = ?; B = 3%; C = -20%; D = ?; E = -4%; F = 29; G = -0.7%; H = 3%; I = -14%
CCCCCCCNC(=O)C1(CC2CC(c3ccccc3)=NO2)CCN(C(=O)c2ccccc2)CC1 (stereo unspecified)
  A = ?; B = -5%; C = ?; D = ?; E = -16%; F = 0; G = 2.5%; H = 16%; I = ?
Cc1ccc(N2CCN(S(=O)(=O)c3cc(Br)cc4c3N(C(=O)C3CC3)CC4)CC2C)cc1 (stereo unspecified)
  A = -5%; B = -2%; C = -2%; D = i; E = 0%; F = .; G = 0.1%; H = .; I = -5%[9.27 µM]
Cc1ccc(/C=C/c2nc3ccccc3n2S(=O)(=O)c2ccc(Br)cc2)cc1
  A = 0%; B = -21%; C = .; D = .; E = 11%; F = .; G = -0.6%; H = .; I = .
Cc1ccc(Cl)cc1N1CCN(C(=O)c2cn(C)c3ccc(S(=O)(=O)N4CCCC4)cc3c2=O)CC1
  A = 17%; B = -2%; C = 2%; D = i; E = 13%; F = .; G = -0.2%; H = .; I = -17%
COC(=O)C(C)Oc1ccc(-c2nccc(-c3ccc(F)cc3)n2)cc1 (stereo unspecified)
  A = 1%; B = 5%; C = 26%; D = i; E = 2%; F = -14; G = -0.5%; H = -5%; I = 25%
COC(=O)C(C(=O)OC)c1ncc(C(F)(F)F)cc1Cl
  A = 26%; B = 24%; C = .; D = i; E = -11%; F = 9; G = 0.2%; H = -10%; I = -8%
CCCCCn1c(=O)[nH]c2cc(C(=O)NCCN(C)CCCC)ccc2c1=O
  A = -7%; B = 1%; C = -8%; D = ?; E = 2%; F = .; G = 0.5%; H = .; I = 7%[9.27 µM]
COc1cc(C(=O)N/C(=C\c2cn(C)c3ccccc23)C(=O)NCCCO)cc(OC)c1OC
  A = -4%; B = -16%; C = -2%; D = i; E = 7%; F = 11; G = 0.0%; H = -10%; I = -8%
O=C(O)COCCN1CCN(C(c2ccccc2)c2ccc(Cl)cc2)CC1 (stereo unspecified)
  A = -5%; B = -23%; C = -2%&2%&-2%; D = i; E = -3%; F = 1; G = 0.7%; H = 0%; I = -1%
COc1ccc(S(=O)(=O)N(C)c2ccc(C(=O)NCc3ccncc3)cc2)cc1
  A = -6%; B = -25%; C = -3%; D = i; E = -3%; F = -10; G = 0.0%; H = 37%; I = -13%
CCOc1ccccc1CNC(=O)C1CCN(C(=O)N2CC(C)Oc3ccc(C)cc32)CC1 (stereo unspecified)
  A = -29%; B = -31%; C = -21%; D = ?; E = 0%; F = 0; G = 4.3%; H = 5%; I = ?
COc1ccccc1NC(=O)C(=O)NCC(c1ccc2c(c1)OCO2)N1CCOCC1 (stereo unspecified)
  A = 5%; B = 4%; C = 6%; D = i; E = 4%; F = .; G = 0.5%; H = .; I = .
O=c1[nH]c2ccccc2nc1CCc1ccccc1
  A = 2%; B = -1%; C = 28%; D = i; E = 1%; F = 26; G = 6.6%; H = -1%; I = ?

# 3 entries out of the list above, arranged by their value in IL-1B inflam inh, rising.
canonical_smiles,IL-1B inflam inh
COc1ccc(S(=O)(=O)N(C)c2ccc(C(=O)NCc3ccncc3)cc2)cc1,-10
CCOc1ccccc1CNC(=O)C1CCN(C(=O)N2CC(C)Oc3ccc(C)cc32)CC1 (stereo unspecified),0
O=c1[nH]c2ccccc2nc1CCc1ccccc1,26
